Bioassay records (PubChem)
aSyn tox rescue: inhibitors of alpha-synuclein toxicity in yeast; Potency, µM (highest dose often 46.1 µM), for inactives: at the top dose growth rescue (activation), actives largely listed as activators; S. cerevisiae alpha-synuclein toxicity rescue, BacTiter-Glo growth, 24 h; actives 0.02% (n = 94,000); active = well fitted activation curve with a large enough effect; note: 0% is about no effect
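Growth restoration measured by BacTiter-Glo luminescence after 24 hr at 30 deg C; alpha-synuclein yeast, raffinose-pregrown to mid-log, were added at OD600=0.02 in galactose medium onto pinned compounds.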
An asterisk follows results filed as active; & = joins results of further samples; [ ] = another dose, or the depositor's remark. Potency is the fitted concentration of half-maximal effect. Some of the compounds tested. The share of hits here may be higher or lower than overall.

item	SMILES	aSyn tox rescue
1	COc1ccccc1N1CCN(CC(=O)c2ccc3ccn(C(C)=O)c3c2)CC1	-6%
2	COc1cccc(C(=O)NCCCNc2nc3cc(C)cc(C)c3cc2C#N)c1	-6%
3	O=c1[nH]cnc(O)c1C(c1ccc(Br)cc1)c1c(O)nc[nH]c1=O	5%
4	CCOc1ccccc1NC(=O)CSc1nnc2ccc(-c3ccccn3)nn12	1%
5	CCC(=O)N(C)C[C@H]1Oc2cc(Br)ccc2S(=O)(=O)N([C@@H](C)CO)C[C@H]1C	-1%
6	CC(=O)Nc1ccc(-c2csc(NC(=O)Cc3cccc(F)c3)n2)cc1	-11%
7	COc1ccc(C2C(=O)N(C3CCCCCC3)CC(=O)N2CCc2ccccc2)cc1 (configuration not stated)	-13%
8	Cc1cc(C(=O)Nc2ccc(C(C)C)cc2)c2c(C)nn(-c3ccccc3)c2n1	-11%
9	Brc1ccc(COc2ncnc3ccccc23)cc1	18%
10	COc1ccc(Cl)cc1S(=O)(=O)N1CCN(CC(=O)Nc2ccccc2C(F)(F)F)CC1	8%
11	Cc1ccc(S(=O)(=O)N2CCCC(C(=O)NCCc3ccc(Cl)cc3)C2)cc1 (configuration not stated)	6%
12	C=CCNCC(=O)N1N=C(c2ccc3ccccc3c2)CC1c1ccc(OC)cc1 (configuration not stated)	-9%
13	Cc1cc(NC(=O)CC(CN(C)S(=O)(=O)c2ccccc2)c2ccccc2)no1 (configuration not stated)	-8%
14	CN(CC(=O)O)S(=O)(=O)c1ccc2c(c1)NC(=O)CC(=O)N2	1%
15	O=C(Cc1c(Cl)cccc1Cl)NCCc1ccc(Cl)cc1	-5%
16	O=C(CCc1nc2ccccc2c(=O)[nH]1)NNC(=O)COc1ccccc1Cl	9%
17	Cc1ccn2c(Nc3ccccc3C)c(-c3cccnc3)nc2c1	3%&1%
18	CCN(CC(=O)Nc1cc(S(=O)(=O)N2CCOCC2)ccc1C)Cc1ccccc1	10%
19	O=C(Nc1sc2c(c1C(=O)NCCO)CCCC2)c1ccco1	-2%
20	CC(=O)Nc1nc(C)c(-c2csc(Nc3ccc(S(N)(=O)=O)cc3)n2)s1	4%
21	CCOCC(O)CNC(=O)c1ccc(OC2CCN(C(=O)c3cccnc3)CC2)cc1 (configuration not stated)	4%
22	Cc1ccc(OC(=O)CSc2nnc(-c3cccs3)o2)cc1	-18%
23	O=C(NCCc1csc(-c2cccnc2)n1)c1ccc(F)c(F)c1	-14%
24	COc1ccc(-c2cc(C(F)(F)F)n3nc(C(=O)Nc4c(C)n(C)n(-c5ccccc5)c4=O)c(Cl)c3n2)cc1	-1%
25	COc1ccc(Nc2nc(-c3ccncc3)nc3ccccc23)cc1	9%
26	CCCCSc1ncnc2c1c(-c1ccccc1)cn2-c1cccc(F)c1	-10%
27	COc1ccc(CNC(=O)C2CCN(c3nnc(-n4cccc4CNc4ccc(C)cc4)s3)CC2)c(OC)c1	1%
28	CCCCn1c(N)c(N(CC(C)C)C(=O)C2CCCO2)c(=O)[nH]c1=O (configuration not stated)	8%
29	C=C(C)CCOC(=O)C(CC(=O)O)NCc1ccco1 (configuration not stated)	2%
30	CC(Oc1ccccc1F)C(=O)NNC(=O)c1ccc(-n2cncn2)c([N+](=O)[O-])c1 (configuration not stated)	4%
31	Cc1cccc(NC(=O)c2cccc(S(=O)(=O)N3CCCCC3)c2)c1	-4%
32	Cc1ccccc1-n1c(=O)c2ccccc2n(Cc2ccc(F)cc2)c1=O	20%
33	CCCN(CCC)CC(O)Cn1cc(/C=C/C(=O)c2ccc(OC)cc2)c2ccccc21 (configuration not stated)	-2%
34	Cc1nc(N2CCN(C)CC2)c2sc(=S)n(C)c2n1	1%
35	CN(C1CCCCC1)S(=O)(=O)c1cccc(C#N)c1	6%
36	COc1ccccc1-c1nn2c(=O)cc(CN3CCN(C(=O)Nc4ccc(C)cc4Cl)CC3)nc2s1	7%
37	CSC1=NC(C)(C)C=C(/C=C/c2c(Cl)cccc2Cl)N1	8%
38	CCC1CN(C(=O)N2CCC(C(=O)NCCN(CC)CC)CC2)c2ccccc2O1 (configuration not stated)	1%
39	CN(C(=O)CSc1nc2ccc(Br)cc2c(=O)n1Cc1ccco1)C1CCS(=O)(=O)C1 (configuration not stated)	0%
40	CCOC(=O)C1=C(COC(=O)CNC(=O)c2cccc(C)c2)NC(=O)NC1C (configuration not stated)	0%
41	O=Cc1c(Cl)nc2ccccn2c1=O	9%
42	CCc1ccc2c(CN3CCN(Cc4ccccc4)CC3)cc(=O)oc2c1	-7%
43	COc1ccc(-c2csc(NC(=O)C3CCN(c4ncnc5sc(C)c(C)c45)CC3)n2)cc1OC	3%
44	Cc1ccc(S(=O)(=O)NC(=O)Nc2ccccc2)cc1	7%
45	Cc1onc(-c2c(F)cccc2Cl)c1C(=O)OCC(=O)N(C)c1ccccc1	-4%
46	COc1ccc(C(=O)Nc2ccc(C)cn2)cc1S(=O)(=O)N1CCCc2ccccc21	-9%
47	O=c1ccc(-c2ccccc2)nn1Cc1ccc(F)cc1Cl	14%
48	Cc1ccc(NC(=O)C(=O)NCC(c2cccnc2)N2CCOCC2)cc1C (configuration not stated)	-3%
49	CN(C)NC(=S)NC1(C)CCS(=O)(=O)C1 (configuration not stated)	1%
50	CCCCOc1ccc(Cc2n[nH]c(=S)n2N)cc1	-23%

Sorted by heavy-atom count (ascending): some entries from above
item	SMILES	aSyn tox rescue
49	CN(C)NC(=S)NC1(C)CCS(=O)(=O)C1 (configuration not stated)	1%
50	CCCCOc1ccc(Cc2n[nH]c(=S)n2N)cc1	-23%
44	Cc1ccc(S(=O)(=O)NC(=O)Nc2ccccc2)cc1	7%
46	COc1ccc(C(=O)Nc2ccc(C)cn2)cc1S(=O)(=O)N1CCCc2ccccc21	-9%
43	COc1ccc(-c2csc(NC(=O)C3CCN(c4ncnc5sc(C)c(C)c45)CC3)n2)cc1OC	3%

Following part.
item	SMILES	aSyn tox rescue
51	N#CCOC(=O)c1c2c(nc3ccccc13)CCC2	4%
52	COc1ccc(-c2nc(C)c(CCNC(=O)c3c(F)cccc3F)s2)cc1	6%
53	Cn1c(CNC(=O)c2ccc(Cl)cc2)nnc1SCC(=O)NC1CCCC1	-4%
54	CCOC(=O)/C(C#N)=C/c1cc2ccccc2nc1N1CCOCC1	0%
55	Cc1cccc(C)c1NC(=O)C1CCCN1S(=O)(=O)c1cccc2nsnc12 (configuration not stated)	13%
56	Cc1ccc(NC(=O)CSc2nc3n[nH]c(C)c3c(=N)n2-c2cccc(C)c2)cc1	5%
57	COc1cc(NC(=O)C2CCN(c3nnc(C)c4c(C)n(-c5ccccc5)nc34)CC2)cc(OC)c1	1%
58	CCOC(=O)c1cnc2ccc(OC)cc2c1Nc1ccc(OCc2ccccc2Cl)cc1	-17%
59	CC1CCCN(S(=O)(=O)c2ccc(S(=O)(=O)N3CCCC3)cc2)C1 (configuration not stated)	13%
60	Cc1cccc(N(C(=O)c2csnn2)C(C(=O)NC2CCCCC2)c2ccccn2)c1C (configuration not stated)	-10%
61	CCCCc1c(C)nc2ccc(OC)cc2c1SCCC(=O)O	10%
62	Clc1ccc(-c2nc3ccc(Cl)cn3c2Cc2ccccc2)cc1	4%
63	CC(=O)N1CCN(C(=O)c2cc(S(=O)(=O)N(C)Cc3ccccc3)ccc2Cl)CC1	5%
64	Cc1ccc(S(=O)(=O)N2CCCC2CNC(=O)C(=O)NCc2ccccn2)cc1 (configuration not stated)	14%
65	Cc1ccc(S(=O)(=O)N2CCCCC2)cc1NC(=O)CNc1ccc(C(F)(F)F)cc1	-16%
66	Cc1cc(C)cc(NC(=O)CCc2c(C)nn(-c3ccc(N4CCCC4)nn3)c2C)c1	2%
67	CC(C)OC(=O)c1ccc(Cn2nnc3sc4c(c3c2=O)CCCC4)cc1	6%
68	CCCc1cc(=O)[nH]c(SCc2nc(-c3ccccc3F)no2)n1	-12%
69	COc1cccc(Cn2c(CNC(=O)c3cc([N+](=O)[O-])ccc3Cl)nc3cccnc32)c1	-6%
70	O=C(NC(=O)c1ccc(F)cc1)Nc1ccc(-c2cc(C(F)(F)F)nn2-c2ccccc2)cc1	-16%
71	CCOc1ccc(N2C(=O)C3Sc4[nH]c(=O)sc4C(c4ccc(OC)c(OC)c4)C3C2=O)cc1 (configuration not stated)	-7%
72	Cc1cccc(CSc2nc(-c3cccs3)ccc2C#N)c1	5%
73	COc1cc(NC(=O)c2ccccc2)c(OC)cc1NC(=O)CSc1[nH]c(=O)cc(C)c1C#N	-2%
74	CCC(CC)c1nnc(NC(=O)c2cc(C(=O)OC)cc([N+](=O)[O-])c2)s1	0%
75	CCc1ccccc1NC(=S)N1N=CCC1c1ccccc1 (configuration not stated)	0%
76	CCn1c2c(c(=O)n3ncc(C(=O)N4CCN(c5ccc(Cl)cc5)CC4)c13)CN(Cc1ccc(OC)cc1)CC2	4%
77	O=C(NCc1ccc(Cl)cc1)c1cc2ccccn2n1	-2%
78	Cc1cc(C)c(Cn2c3ccccc3c3cnn(CC(=O)NCCc4ccccc4)c(=O)c32)c(C)c1	0%
79	COc1ccc(-c2nnc(SCC(=O)Nc3ccc(Cl)cc3)s2)cc1	-10%
80	O=C(NN1C(=O)C2C3CCC(O3)C2C1=O)c1ccc(Cl)cc1 (configuration not stated)	3%
81	CCc1nc(SCc2ccc(C(=O)OC)o2)c2c(=O)n(C)c(=O)n(C)c2n1	5%
82	Cc1nc(Cc2ccc(OC(C)C)cc2)[nH]c(=O)c1CC(=O)O	5%
83	CCS(=O)(=O)N1CCc2cc(C(=O)NCc3ccccc3)ccc21	-7%
84	Cc1cc2c(cc1S(=O)(=O)N1CCN(c3ccc(Cl)cc3)CC1)OCCN2C	2%
85	O=C(c1ccccc1)c1c(O)nc(-c2ccccc2)n(-c2ccccc2)c1=O	-1%
86	CC1=CC(c2ccccc2)n2nc(NC(=O)CCC(=O)O)nc2N1 (configuration not stated)	-10%
87	CCN(CC)CCCNC(=O)CN1N=C(c2ccc(OC)cc2)CCC1=O	-11%
88	O=C(CN1CCSc2ccccc21)N1CCN(c2ccc(F)cc2)CC1	3%
89	COc1ccc(Br)cc1CN1C(=O)c2ccccc2C1C(=O)NC1CCCCCC1 (configuration not stated)	-5%
90	O=C(CC1N=C2c3ccccc3N=C(SCC(=O)Nc3cccc(C(F)(F)F)c3)N2C1=O)NCc1cccs1 (configuration not stated)	5%
91	CCOC(=O)c1cc(-c2sc(NC(=O)c3ccccc3)nc2C)n(CCO)n1	0%
92	CCOC(=O)C1CCCN(C(=O)Cn2ncc3c4ccccc4n(Cc4ccccc4)c3c2=O)C1 (configuration not stated)	6%
93	CCCCOC(=O)c1ccc(Nc2ncnc3[nH]ncc23)cc1	-10%
94	COc1ccc(S(=O)(=O)N(CCc2ccccc2)CC(=O)Nc2cc(C)cc(C)c2)cc1OC	4%
95	COc1ccc(C(=O)N(c2ccc(C)cc2)S(=O)(=O)c2ccc(C)cc2)cc1	-35%[inhibitor]
96	CCOc1ccc(CCNC(=O)c2ccc3c(c2)N(Cc2ccc(C)cc2)CCS3)cc1	2%
97	Cc1ccc(C)c(NC(=O)N2CCN(c3nnc(C)c4c(C)n(-c5ccccc5)nc34)CC2)c1	4%
98	CCc1ccc(OCCCC(=O)Nc2ccc(S(=O)(=O)Nc3cc(C)nc(C)n3)cc2)cc1	4%
99	O=C(CSc1ncc(-c2ccccc2)[nH]1)Nc1cccc(Br)c1	-17%
100	Cc1ccc(N(CC(=O)NCc2ccc(F)cc2)S(=O)(=O)c2c(C)nn(C)c2C)cc1	3%

Exported field by field: part of the list above.
[93] CCCCOC(=O)c1ccc(Nc2ncnc3[nH]ncc23)cc1
  aSyn tox rescue = -10%
[94] COc1ccc(S(=O)(=O)N(CCc2ccccc2)CC(=O)Nc2cc(C)cc(C)c2)cc1OC
  aSyn tox rescue = 4%
[95] COc1ccc(C(=O)N(c2ccc(C)cc2)S(=O)(=O)c2ccc(C)cc2)cc1
  aSyn tox rescue = -35%[inhibitor]
[96] CCOc1ccc(CCNC(=O)c2ccc3c(c2)N(Cc2ccc(C)cc2)CCS3)cc1
  aSyn tox rescue = 2%

Following part:
item	SMILES	aSyn tox rescue
101	CN(Cc1nc(-c2ccccc2)no1)C(=O)c1ccco1	-5%
102	CCCCNc1nc2c(S(=O)(=O)c3ccc(C)cc3)nnn2c2ccsc12	-5%
103	CCOC(=O)c1nnn(CC(=O)NC(=O)Nc2ccccc2F)c1C(=O)OCC	-1%
104	COc1ccc(C(=O)NCC(c2ccc(N(C)C)cc2)N2CCCC2)c(OC)c1 (configuration not stated)	5%
105	O=C(NCCc1ccccc1)c1cc(-c2ccc(Cl)c(Cl)c2)on1	3%
106	Cc1ccccc1Cn1c2ccccc2c2cnn(CC(=O)N3CCC(C)CC3)c(=O)c21	14%
107	COCCCNC(=O)CCCn1c(=O)c2ccccc2n(CC(=O)Nc2c(C)cc(C)cc2C)c1=O	-2%
108	COc1ccc([N+](=O)[O-])cc1NC(=O)C(C)OC(=O)c1cccnc1Cl (configuration not stated)	-6%
109	O=C(NCc1ccccc1)c1ccc(CS(=O)Cc2cccc(Cl)c2)o1 (configuration not stated)	9%
110	CC(C)N1CC2(CC(c3ccccc3C(F)(F)F)=NO2)CN1C(=O)c1ccco1 (configuration not stated)	9%
111	COc1cc(/C=C2\SC(=S)N(C(C(=O)O)c3ccccc3)C2=O)ccc1O (configuration not stated)	-14%
